# GLA spleen mod: inhibitors or activators of human alpha-galactosidase in spleen homogenate | hit rate 0.008% among 240,000 | P06280 | Potency, µM (highest dose often 80 µM), for the others: at the highest dose activity change, negative = inhibition, usual class: inhibitors | human spleen homogenate, 4MU-alpha-Gal fluorescence, 40 min | AID 2107;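 note: 0% = enzyme with vehicle and -100% = no enzyme basal signal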
# Target sequence (P06280 32-429 limits assumed): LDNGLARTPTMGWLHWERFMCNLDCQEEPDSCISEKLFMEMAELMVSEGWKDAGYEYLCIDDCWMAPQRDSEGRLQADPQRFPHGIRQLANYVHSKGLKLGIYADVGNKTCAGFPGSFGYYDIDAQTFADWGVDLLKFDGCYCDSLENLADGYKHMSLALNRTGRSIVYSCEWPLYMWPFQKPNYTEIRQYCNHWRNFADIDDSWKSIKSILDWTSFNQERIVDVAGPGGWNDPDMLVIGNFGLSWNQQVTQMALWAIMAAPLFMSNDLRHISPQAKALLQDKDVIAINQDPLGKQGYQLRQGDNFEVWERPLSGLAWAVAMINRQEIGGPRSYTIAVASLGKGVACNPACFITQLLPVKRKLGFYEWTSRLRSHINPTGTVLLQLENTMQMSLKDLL
#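 Human spleen homogenate (1 ug) as enzyme source, 4-methylumbelliferyl-alpha-D-galactopyranoside 1 mM final, citrate/phosphate pH 5.0 with 0.01% Tween-20. Compounds 40 min at 37C, NaOH/glycine stop; fluorescence Ex 365/Em 440, Hill-fit AC50.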
# TR SRC2 fluor cs: alters Texas Red total fluorescence, flagging assay interference | TRb/SRC2 Texas Red total fluorescence interference | Potency, µM (series often up to 106 µM), for inactives: at the highest dose fluorescence change, negative = quenching | hit rate 0.29% among 280,000 | AID 1479; active = well fitted curve in either direction with a large enough effect; inconclusive = small, poorly fitted or top-dose-only effect
#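 Human TRβ ligand-binding domain (0.6 uM) and Texas Red SRC2 peptide (20 nM) in Tris buffer with 1 uM T3 and 5% DMSO were incubated with pinned compound for 5 hr at ambient temperature. Total fluorescence was computed as S + 2P (555/632 nm).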
# Tau fibril ThT: blocks human tau fibril formation measured by thioflavin T. P10636. Potency, µM (top dose mostly 57.4 µM), for inactives: at the highest dose activity, negative = inhibition, usual class: inhibitors. AID 1460. hit rate 2.1% among 270,000. recombinant tau K18 P301L, heparin-induced fibrillization, ThT fluorescence; note: nearly all actives have a fitted effect of over 55% in size
# Target sequence (P10636 561-689 P618L limits assumed): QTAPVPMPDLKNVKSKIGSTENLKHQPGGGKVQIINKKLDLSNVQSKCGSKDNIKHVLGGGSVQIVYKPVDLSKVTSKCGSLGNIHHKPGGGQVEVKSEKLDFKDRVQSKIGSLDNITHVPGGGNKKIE
#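 Heparin-induced fibrillization of the P301L-mutant K18 repeat-domain fragment of human tau was followed by ThT binding in quantitative high-throughput format.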
# Tau fluor cs: counter-screen for tau fibril formation inhibitors; tau K18 P301L Alexa594 fluorescence, heparin fibrillization; Potency, µM (titrated, usually from 57.7 µM), inactives show at the top dose activity change, negative = decrease; hit rate 0.93% among 280,000; AID 1463; note: nearly all actives have a fitted effect of over 55% in size
#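 Human tau K18 P301L (15 uM unlabeled, 0.24 uM Alexa 594-labeled) in 100 mM sodium acetate pH 7 with 20 uM heparin, 6 hr at 37 C. ThT 30 uM added, 1 hr ambient; Alexa 594 FP and total fluorescence read at 555/632 nm.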
# ALDH1A1 block: ALDH1A1 (human) enzyme inhibition | Potency, µM (doses to about 75.3 µM), inactives show top-dose activity, negative = inhibition, hits mostly inhibitors | AID 1030 | P00352 | Purified ALDH1A1, NADH fluorescence, propionaldehyde substrate | hit rate 7.3% among 220,000; active = well fitted inhibition curve with a large enough effect, not every such curve was filed as active; inconclusive = small, poorly fitted or top-dose-only effect, or another doubt; inactive = no such curve, though single readings can be large or run the other way;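 note: plate controls were no enzyme wells and a reference inhibitor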
# Target sequence (P00352 whole entry, looked up): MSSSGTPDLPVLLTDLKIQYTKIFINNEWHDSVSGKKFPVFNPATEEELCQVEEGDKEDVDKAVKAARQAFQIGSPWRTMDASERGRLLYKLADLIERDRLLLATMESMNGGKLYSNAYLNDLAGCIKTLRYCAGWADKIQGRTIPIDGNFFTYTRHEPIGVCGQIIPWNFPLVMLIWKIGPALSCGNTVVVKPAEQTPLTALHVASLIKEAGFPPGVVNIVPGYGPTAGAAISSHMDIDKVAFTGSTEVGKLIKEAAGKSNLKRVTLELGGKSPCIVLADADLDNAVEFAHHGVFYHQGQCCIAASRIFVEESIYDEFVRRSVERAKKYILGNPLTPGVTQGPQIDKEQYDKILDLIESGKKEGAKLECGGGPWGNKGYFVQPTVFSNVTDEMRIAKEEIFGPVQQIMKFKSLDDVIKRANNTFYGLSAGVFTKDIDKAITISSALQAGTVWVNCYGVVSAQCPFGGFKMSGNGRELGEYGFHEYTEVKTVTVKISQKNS
# TRb SRC2 PPI: inhibitors of human thyroid hormone receptor beta-SRC2 interaction; P10828; Potency, µM (series often up to 106 µM), without a hit: top-dose activity change, negative = inhibition, hits mostly inhibitors; AID 1469; TRbeta-SRC2 peptide binding, fluorescence polarization; receptor liganded with 1 µM T3; hit rate 0.065% among 280,000;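 note: plate controls were bound peptide for no effect and peptide without receptor for full effect; nearly all actives have a fitted effect of over 50% in size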
#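 Assay buffer: 20 mM Tris-HCl, 100 mM NaCl, 10% glycerol, 1 mM EDTA, 0.01% NP-40, 1 mM DTT, 1 uM T3, 5% DMSO; TRb LBD 0.6 uM, Texas Red SRC2 20 nM; FP after 5 hr.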
# Tau FP inhib: blocks human tau fibril formation measured by polarization. P10636. K18 P301L tau heparin fibrillization, Alexa594 FP, 6 h. Potency, µM (top dose mostly 57.7 µM), without a hit: at the highest dose activity, negative = inhibition, hits mostly inhibitors. hit rate 0.39% among 280,000. AID 1468; note: nearly all actives have a fitted effect of over 55% in size
#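 Steps: dispense K18 P301L tau (15 uM plus 0.24 uM Alexa 594 tracer, final) in pH 7 sodium acetate; add compound; add heparin (20 uM final); incubate 6 hr, 37 C; add ThT (30 uM final); after 1 hr ambient, read FP.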
# L3MBTL1 block: inhibitors of human L3MBTL1. hit rate 0.66% among 230,000. AlphaScreen L3MBTL1–H3K9me1 peptide binding. Q9Y468. Potency, µM (doses to about 57.1 µM), for the others: top-dose activity, negative = inhibition, hits mostly inhibitors. AID 485360; note: nearly all actives have a fitted effect of over 60% in size
#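 L3MBTL1 50 nM + b-AHA-H3(1-15)K9me1 75 nM, 30 min RT; compound added, 30 min RT; streptavidin donor/Ni-chelate acceptor beads 10 ug/mL each final, 30 min RT dark; AlphaScreen read.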
# Starred values were filed as active, the others as inactive; ? = inconclusive; / = no result given; [ ] = another dose, or the depositor's remark. Unless noted, calls come from the whole dose curve; as a rule, active = well fitted curve in the direction sought with a large enough effect; inconclusive = small, poorly fitted or top-dose-only effect, or another doubt; inactive = no such curve, though single readings can be large; an effect the other way counts as inactive or inconclusive. Unless noted, % is set by controls: 0 for no effect and ±100 for the full control effect; potency is the fitted concentration of half-maximal effect.
no.	molecule	GLA spleen mod	TR SRC2 fluor cs	Tau fibril ThT	Tau fluor cs
1	Cn1c(NCc2c(O)ccc3ccccc23)nc2ccccc21	15%	-3%	?	18µM*[quencher]
2	CCC(C)NCCCOc1cc(Cl)ccc1Cl (stereo unspecified)	1%	-3%	3%	-4%
3	CCNC(=S)Nc1ccc2ncoc2c1	-4%	0%	-8%	-6%
4	O=C(Cc1c(F)cccc1Cl)c1ccc(O)cc1O	-6%	-6%	-12%	?
5	N/C(=N\OC(=O)Cc1ccc(Cl)cc1)c1ccncc1	-5%	0%	-2%	2%
6	Cc1ccc2nsnc2c1S(=O)(=O)N1CCOCC1	4%	-3%	-2%	-7%
7	COc1cccc(CNc2cccc3cccnc23)c1O	-1%	-9%	28µM*	?
8	O=C(COc1ncnc2ccccc12)N1CCN(S(=O)(=O)c2ccc(Cl)cc2)CC1	19%	1%	3%	-1%
9	COc1cc(/C=C/C(=O)OCc2c(C)noc2C)ccc1OC(F)F	8%	-1%	-14%	-17%
10	COc1ccc(CCNC(=O)Cn2nnc(-c3cccc(C(F)(F)F)c3)n2)cc1OC	/	2%	6%	-3%

no.	ALDH1A1 block	TRb SRC2 PPI	Tau FP inhib	L3MBTL1 block
1	?	-24%	9%	/
2	?	4%	3%	/
3	2%	-3%	-6%	10%
4	-1%	7%	-19%	6%
5	7%	0%	0%	11%
6	?	4%	6%	/
7	?	0%	?	-10%
8	-11%	-14%	-1%	3%
9	?	-1%	1%	-9%
10	/	0%	-2%	/

# Grouped by structure: the entries above with fluorine (3)
no.	molecule	GLA spleen mod	TR SRC2 fluor cs	Tau fibril ThT	Tau fluor cs
4	O=C(Cc1c(F)cccc1Cl)c1ccc(O)cc1O	-6%	-6%	-12%	?
9	COc1cc(/C=C/C(=O)OCc2c(C)noc2C)ccc1OC(F)F	8%	-1%	-14%	-17%
10	COc1ccc(CCNC(=O)Cn2nnc(-c3cccc(C(F)(F)F)c3)n2)cc1OC	/	2%	6%	-3%

no.	ALDH1A1 block	TRb SRC2 PPI	Tau FP inhib	L3MBTL1 block
4	-1%	7%	-19%	6%
9	?	-1%	1%	-9%
10	/	0%	-2%	/

# (continued)
no.	molecule	GLA spleen mod	TR SRC2 fluor cs	Tau fibril ThT	Tau fluor cs
11	Cc1cc(NC(=O)Cn2nc(C)n3cccc3c2=O)ccc1Br	/	0%	?	?
12	Cc1nn(C)c(C)c1CN(C(=O)CCc1nnc(Cc2c[nH]c3ccccc23)o1)C(C)C	-2%	-1%	0%	6%
13	Cc1c(C)c2cc3c4c(oc3c(C)c2oc1=O)CCCC4	4%	-3%	-17%	-13%
14	COc1ccc(CCn2c3c(c(=O)[nH]c2=O)C(NC(=O)c2ccc(Cl)cc2)(C(F)(F)F)C(=O)N3)cc1OC (stereo unspecified)	/	1%	-8%	-3%
15	O=C(CCc1ccc(Oc2cc([N+](=O)[O-])cc([N+](=O)[O-])c2)cc1)N1CCCCC1	4%	1%	2%	1%
16	CCCCCCCCCCn1cc(C(C)=O)c(=O)[nH]c1=O	-1%	0%	12%	0%
17	Cc1ccc(NC(=O)CCSc2ccccc2)c(C)c1	6%	-1%	-5%	-6%
18	CCOc1ccc(NC(=O)c2cn(C)c(=O)c3cc(OC)c(OC)cc23)cc1	/	-1%	-5%	-9%
19	CCCCOc1ccc(/C=C/C(=O)NC2=Nc3ccccc3NC(C)=C2C(=O)OCC)cc1OC	10%	-3%	-6%	-10%
20	O=C(CNC(c1ccccc1)c1ccccc1)Nc1c(F)cccc1F	1%	-1%[53 µM]	4%	0%

no.	ALDH1A1 block	TRb SRC2 PPI	Tau FP inhib	L3MBTL1 block
11	/	6%	?	/
12	17%	7%	-4%	-20%
13	-11%	-4%	-2%	-6%
14	/	3%	-8%	/
15	4.5µM*	6%	-2%	-29%
16	11%	3%	-3%	3%
17	5%	-1%	-8%	3%
18	/	3%	-7%	/
19	?	-2%	-13%	-21%
20	-1%	2%[53 µM]	-3%	4%

# Next records
no.	molecule	GLA spleen mod	TR SRC2 fluor cs	Tau fibril ThT	Tau fluor cs
21	CN(C)CCCN(C(=O)COc1ccccc1)c1nc2ccc(F)cc2s1	-1%	-2%	12%	-6%
22	CC(=O)N=c1sccn1CC(=O)c1ccc([N+](=O)[O-])cc1	-6%	-1%	-7%	-8%
23	O=C1CCCC(=O)N1c1ccc(N2CCOCC2)c([N+](=O)[O-])c1	2%	2%	-4%	0%
24	CC(C)[C@H](NC(=O)NCc1cccs1)C(=O)O	9%	0%	-10%	-3%
25	O=C(CNCc1ccco1)Nc1ccc(N2CCCCCC2)cc1	0%	-1%	?	-19%
26	O=C1NN(c2ccc(F)cc2)C(=O)/C1=C/c1cccs1	-12%	-3%	?	-23%
27	O=C(Cn1c(=O)n(-c2ccccc2)c(=O)c2sccc21)NCc1ccccc1	-4%	2%	-7%	0%
28	O=C(CSc1nnnn1-c1ccc(O)cc1)Nc1cccc(S(=O)(=O)N2CCCC2)c1	-3%	1%	-5%	?
29	Cc1ccc(N(CC(=O)NCc2ccc(F)cc2)C(=O)c2csnn2)cc1C	-7%	-3%	-4%	-13%
30	O=C(Nc1ncccc1Cl)C(Sc1ccccc1)c1ccccc1 (stereo unspecified)	-1%	-2%	-12%	-28%

no.	ALDH1A1 block	TRb SRC2 PPI	Tau FP inhib	L3MBTL1 block
21	-1%	4%	-8%	/
22	7%	3%	2%	-3%
23	2%	-8%	1%	/
24	2%	3%	6%	6%
25	35µM*	8%	-1%	?
26	25µM*	2%	-6%	-17%
27	-2%	3%	7%	/
28	-1%	5%	-11%	/
29	-1%	9%	-2%	?
30	-12%	3%	-11%	18%

# (cont.)
no.	molecule	GLA spleen mod	TR SRC2 fluor cs	Tau fibril ThT	Tau fluor cs
31	COC(=O)c1cc(OC)c(OC)cc1NC(=O)c1cccc(OC)c1OC	-5%	-1%	-13%	-9%
32	COC(=O)c1sc(NC(=O)CC(C)C)c(C(=O)OC)c1C	3%	-1%	-15%	-22%
33	COC(=O)c1ccc(NC(=O)CC2C(=O)N(c3cccc(C)c3)C(=O)N2Cc2ccco2)cc1 (stereo unspecified)	/	-1%	7%	-12%
34	Cc1sc(NC(=O)CSc2nnnn2C2CCCC2)c(C#N)c1C	2%	1%	-1%	-4%
35	CCC(=O)OCC(=O)Nc1ccc2c(c1)OCO2	1%	-2%	-21%	-11%
36	CS(=O)(=O)N(CC(=O)NCc1ccncc1)c1ccc(Cl)c(Cl)c1	27%	-1%	5%	-5%
37	COc1ccccc1NC(=O)C(C)NS(=O)(=O)c1ccc(F)cc1 (stereo unspecified)	-4%	-1%	-8%	-7%
38	S=C(NCCc1c[nH]c2ccccc12)NC1CCCC1	1%	-4%	11%	7%
39	CCOC(=O)c1ccc(NC(=O)Nc2ccc3c(c2)OCCO3)cc1	-16%	-1%	?	13µM*[quencher]
40	CCCCNc1c([N+](=O)[O-])ncn1C	-1%	-2%	8%	12%

no.	ALDH1A1 block	TRb SRC2 PPI	Tau FP inhib	L3MBTL1 block
31	?	2%	-3%	1%
32	?	7%	0%	/
33	/	10%	-3%	/
34	?	-15%	-2%	-1%
35	-10%	2%	4%	/
36	?	3%	?	-3%
37	6%	-5%	-1%	3%
38	-4%	-6%	6%	-9%
39	7%	-17%	?	-11%
40	/	2%	7%	4%

# Remaining list, next part:
no.	molecule	GLA spleen mod	TR SRC2 fluor cs	Tau fibril ThT	Tau fluor cs
41	Clc1ccc(-n2nnc(-c3cccnc3Cl)n2)cc1Cl	3%	1%	?	-18%
42	O=c1c2ccccc2nc2c3ccccc3c3nncn3n12	12%	-2%	-9%	-7%
43	CC(=O)c1ccc(Oc2cnccn2)cc1	-4%	-5%	-5%	-4%
44	CCOc1cc(Br)ccc1S(=O)(=O)NCc1ccccc1	6%	2%	-16%	-19%
45	O=C(CSc1n[nH]c(-c2ccccc2)n1)Nc1ccc(Br)cn1	-2%	-1%	-14%	?
46	CCOc1ccc(C(=O)N2CCN(Cc3ccccc3)CC2)cc1	6%	2%	-11%	-11%
47	Cc1nn(Cc2ccc(C(=O)Nc3nc4c(C)cccc4s3)o2)c(C)c1Br	-14%	-1%	-16%	?
48	Cc1cc(NC(=O)CSc2nc3ccccc3[nH]2)n(-c2ccccc2)n1	6%	-2%	-1%	-4%
49	Cc1ccc(S(=O)(=O)Nc2ccc(N(C)S(=O)(=O)c3ccc(C)cc3)cc2)cc1	8%	2%	-4%	?
50	CC(=O)Nc1ccc(C(=O)N/N=C/c2cc(Br)cc(Br)c2O)cc1	-4%	0%	?	-22%

no.	ALDH1A1 block	TRb SRC2 PPI	Tau FP inhib	L3MBTL1 block
41	4%	4%	8%	-8%
42	6%	-6%	-6%	2%
43	4%	-10%	2%	/
44	-10%	-8%	-6%	3%
45	-1%	5%	?	31%[activator]
46	-11%	0%	1%	4%
47	/	-4%	-5%	0%
48	/	3%	5%	6%
49	-2%	-4%	-5%	-4%
50	1%	-10%	0%	-12%

# Other entries follow:
no.	molecule	GLA spleen mod	TR SRC2 fluor cs	Tau fibril ThT	Tau fluor cs
51	O=C(Nc1ccc(Cl)cn1)c1ccc(Br)c(S(=O)(=O)N2CCCCC2)c1	-5%	-1%	6%	7%
52	COc1ccc2c(c1)C(=O)[C@H](OC(=O)N[C@H]1CCCc3ccccc31)[C@@H](c1ccc(OC)c(Br)c1)O2	-2%	1%	1%	-2%
53	CCOc1ccc(/C=C2\SC(=O)N(CCNC(=O)C3COc4ccccc4O3)C2=O)cc1OC (stereo unspecified)	5%	-2%	4%	2%
54	O=C(/C=C/c1ccccc1)N(c1ccccn1)C1CCCCC1	8%	-5%	-15%	-7%
55	COc1cc(C2Nc3ccc4ncccc4c3C3=C2C(=O)CCC3)cc(OC)c1OC (stereo unspecified)	8%	0%	?	-21%
56	CCCN(CCC)CCCNC(=O)c1cn(C)c2ccc(S(=O)(=O)N3CCOCC3)cc2c1=O	/	0%	5%	-2%
57	O=C(c1nc(-c2ccccc2)n(-c2ccccc2)n1)N1CCN(S(=O)(=O)c2ccccc2)CC1	-3%	2%	-6%	-1%

no.	ALDH1A1 block	TRb SRC2 PPI	Tau FP inhib	L3MBTL1 block
51	?	11%	6%	-10%
52	?	1%	-1%	/
53	?	-2%	8%	-16%
54	?	-6%	0%	7%
55	-5%	-5%	6%	3%
56	/	-4%	-9%	/
57	-5%	?	4%	/
